TRHR ag: agonists of human TRH receptor; P34981; TRHR cells, calcium flux fluo-8, FDSS agonist mode; activation, % at 2 µM; hit rate 0.18% among 360,000; in the data active = activation above about 30%; also: 0% is about no effect
Target sequence (P34981 whole entry, looked up): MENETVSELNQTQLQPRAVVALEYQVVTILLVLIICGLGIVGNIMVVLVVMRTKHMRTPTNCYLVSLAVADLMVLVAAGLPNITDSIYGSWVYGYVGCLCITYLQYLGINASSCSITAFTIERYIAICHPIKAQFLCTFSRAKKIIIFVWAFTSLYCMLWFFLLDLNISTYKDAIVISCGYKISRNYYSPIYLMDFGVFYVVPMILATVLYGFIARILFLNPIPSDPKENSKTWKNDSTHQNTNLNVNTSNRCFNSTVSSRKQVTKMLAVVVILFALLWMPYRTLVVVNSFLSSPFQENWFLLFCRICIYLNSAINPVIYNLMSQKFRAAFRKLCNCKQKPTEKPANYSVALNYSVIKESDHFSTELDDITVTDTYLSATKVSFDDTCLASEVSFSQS
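Read-out: compound-evoked intracellular calcium rise in TRHR cells, fluo-8 dye, kinetic FDSS fluorescence at 1 s/cycle following a 10-cycle baseline. Cells cultured overnight before dye loading (30 min–1.5 h, RT).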
TRHR PAM: allosterically enhances the human TRH receptor; hit rate 0.66% among 360,000; P34981; TRHR cells, fluo-8 calcium fluorescence, EC20 TRH enhancement; enhancement, % at 2 µM; AID 493056; in the data active = enhancement above about 30%; also: 0% is about no effect
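TRHR-expressing cells loaded with fluo-8 calcium dye were read kinetically (ex 480/em 530) during compound addition, then stimulated with an EC20 of TRH (10 nM final). Enhancement of the Gq-mediated intracellular calcium response was scored.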
USP1-UAF1 inh: inhibitors of human USP1/UAF1 deubiquitinase. recombinant USP1/UAF1, Ub-Rhodamine cleavage fluorescence. AID 743255. hit rate 0.23% among 390,000. Potency, µM (top dose mostly 57.1 µM), for inactives: at the top dose activity change, negative = inhibition, actives largely listed as inhibitors; also: potency is read from the fitted curve at half-maximal effect; % is scaled to controls: 0 for no effect and ±100 for the full control effect; nearly all actives have a fitted effect of over 60% in size; inactives centre near -12
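In this screen, compounds sit with the deubiquitinase complex (1nM) for 15 min at room temperature before Ub-Rho is added at 150nM final. Fluorescence rise is then followed for 6 reads every 60 seconds.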
mIDH1 inhibitor: human IDH1 R132H inhibition; IDH1-R132H enzyme, NADPH consumption, diaphorase/resazurin fluorescence; Potency, µM (titrated, usually from 76.6 µM), for the others: top-dose activity change, negative = inhibition, most hits filed as inhibitors; hit rate 0.093% among 390,000; AID 602179; also: potency is read from the fitted curve at half-maximal effect; % is scaled to controls: 0 for no effect and ±100 for the full control effect; nearly all actives have a fitted effect of over 65% in size
Target sequence (O75874 whole entry R132H, stated change not applied): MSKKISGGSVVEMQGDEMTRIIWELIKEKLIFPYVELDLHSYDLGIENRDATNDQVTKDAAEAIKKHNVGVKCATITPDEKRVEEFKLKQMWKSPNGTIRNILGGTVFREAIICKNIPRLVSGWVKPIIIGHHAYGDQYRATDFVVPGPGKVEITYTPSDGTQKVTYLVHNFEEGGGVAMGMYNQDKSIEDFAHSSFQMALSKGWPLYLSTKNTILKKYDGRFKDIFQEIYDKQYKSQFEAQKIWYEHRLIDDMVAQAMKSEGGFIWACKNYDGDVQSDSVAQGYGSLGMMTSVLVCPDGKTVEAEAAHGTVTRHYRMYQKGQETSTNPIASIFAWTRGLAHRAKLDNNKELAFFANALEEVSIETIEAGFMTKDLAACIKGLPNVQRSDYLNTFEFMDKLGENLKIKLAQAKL
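IDH1-R132H (0.5 ug/mL dispensed) in pH 7.5 Tris buffer was preincubated 30 min with compound, then given a substrate mix of 0.016 mM NADPH and 2 mM alpha-KG for 80 min at room temperature; remaining NADPH was read by diaphorase/resazurin fluorescence.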
D2 antag: antagonists of human D2 dopamine receptor | HEK293 TREx D2 cells, calcium flux, dopamine EC80 | inhibition, % at 10 µM | hit rate 2% among 340,000 | AID 485344; in the data active = inhibition above about 30%; also: 0% is about no effect
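Antagonism is scored as inhibition of an EC80 dopamine-evoked calcium signal in a force-coupled, tetracycline-inducible HEK293 T-REx D2 line, with compound present 180 s before agonist.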
TrxR1 inh: rat TrxR1 inhibition; recombinant rTrxR1, NADPH fluorescence consumption, selenite substrate; hit rate 1% among 390,000; Potency, µM (series often up to 114 µM), without a hit: at the highest dose activity change, negative = inhibition, hits mostly inhibitors; also: potency is read from the fitted curve at half-maximal effect; % is scaled to controls: 0 for no effect and ±100 for the full control effect; nearly all actives have a fitted effect of over 65% in size
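Rat TrxR1 (90 nM in the dispensed reagent) was pre-reduced with 400 uM NADPH for 5 min at room temperature, then incubated with compound for 15 min. After 400 uM selenite was added, NADPH fluorescence (Ex 340/Em 450 nm) was followed for 8 min.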
D2 ag: D2 dopamine receptor (human) agonism. activation, % at 2 µM. P14416. HEK293 T-REx D2 cells, calcium flux agonist mode. hit rate 0.53% among 340,000. AID 485358;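 active = activation over 3 SD above normal in the single-dose calcium agonist read, cut at about 30% in these data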; also: 0% is about no effect
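In this primary screen, compounds producing a positive calcium signal within 180 s of addition to tetracycline-induced, force-coupled HEK293 Trex D2 cells are flagged; cells are dye-loaded with a no-wash calcium kit beforehand.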
TrxR1 substrate: substrates of rat thioredoxin reductase 1. hit rate 0.01% among 390,000. purified TrxR1 substrate turnover, NADPH consumption readout. AID 588456. Potency, µM (titrated, usually from 114 µM), without a hit: at the highest dose activity change, negative = substrate turnover; also: potency is read from the fitted curve at half-maximal effect; % is scaled to controls: 0 for no effect and ±100 for the full control effect; nearly all actives have a fitted effect of over 50% in size
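Rat TrxR1, dispensed at 90 nM, was prereduced with 400 uM NADPH (final) for 5 min at ~22 deg C, then incubated with compound 15 min before 400 uM selenite. A first-read NADPH fluorescence drop versus no-compound background flagged substrates.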
PI4K2A block: PI4K2A (human) kinase inhibition. Q9BTU6. purified PI4K2A, ADP-Glo luminescence, 1 h; stronger effect = lower value. activity change, negative = inhibition, % at 76.9 µM. hit rate 0.13% among 420,000. AID 1346378; in the data active = activity change below about -50%; inconclusive = mostly about -30% to -49%;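 also: -100% = wells without enzyme as full effect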
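Compounds are screened against recombinant PI4K2A using PI as substrate and ATP, the latter dispensed at 300 microM. Reactions run one hour at ambient temperature before ADP-Glo detection; full inhibition defined by wells lacking enzyme.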
* hit, by the source's call; ? = inconclusive; nt = no result given; & = joins results of further samples; [ ] = dose if it differs, or a comment. Unless noted, calls follow the shape of the dose curve; as a rule, active = well fitted inhibition curve with a large enough effect; inconclusive = small, poorly fitted or top-dose-only effect; inactive = no such curve, though single readings can be large or run the other way.

Codes – A = TRHR ag; B = TRHR PAM; C = USP1-UAF1 inh; D = mIDH1 inhibitor; E = D2 antag; F = TrxR1 inh; G = D2 ag; H = TrxR1 substrate; I = PI4K2A block
SMILES: Cc1ccc(CCNC(=O)CCn2nc(-c3ccc(C)cc3)ccc2=O)cc1
  A = -1.1	B = 0.7	C = -9.7%	D = 0.0%	E = nt	F = 0.8%[57.1 µM]	G = -0.3	H = 3.7%[57.1 µM]	I = -0.4

SMILES: O=C(C1Cc2ccccc2CN1S(=O)(=O)c1ccc(F)cc1)N1CCCCCC1 (stereo unspecified)
  A = nt	B = nt	C = -5.2%	D = 1.6%	E = nt	F = -8.3%	G = nt	H = -7.3%	I = -0.1

SMILES: Cc1ccccc1C(=O)NCC(=O)OC1CCCCC1=O (stereo unspecified)
  A = 0.4	B = 5.3	C = -4.8%	D = 7.4%	E = 0.6	F = -1.4%	G = 0.6	H = -1.4%	I = -0.2

SMILES: COC(=O)c1csc(S(=O)(=O)N2CCOCC2)c1OC
  A = 0.0	B = 1.3	C = -24.8%	D = -2.5%	E = -17.0	F = 4.3%	G = -0.8	H = -1.0%	I = -0.7

SMILES: CC[C@@H](C)[C@H](C(CC(=O)N1CCCC1[C@@H](OC)[C@H](C)C(=O)N[C@H](Cc1ccccc1)c1nccs1)OC)N(C)C(=O)[C@H](NC(=O)[C@@H](C(C)C)N(C)C)C(C)C (stereo partly specified)
  A = nt	B = nt	C = -10.9%	D = -1.7%	E = nt	F = -16.5%[11.4 µM]	G = nt	H = 3.2%[11.4 µM]	I = -2.6

SMILES: C/C(=N\n1nnnc1Nc1ccccc1)c1ccc(N)cc1
  A = 0.9	B = -1.7	C = nt	D = nt	E = -1.5	F = nt	G = 0.3	H = nt	I = nt

SMILES: CCN(C(=O)COC(=O)CCOc1ccc(C(C)(C)C)cc1)c1c(N)n(Cc2ccccc2)c(=O)[nH]c1=O
  A = nt	B = nt	C = -9.8%	D = -8.5%	E = nt	F = 20.0%	G = nt	H = 3.9%	I = -0.1

SMILES: CCCCn1c(N)c(N(CC(C)C)C(=O)CCCc2nc3ccccc3s2)c(=O)[nH]c1=O
  A = 0.2	B = 3.2	C = -5.7%	D = 0.1%	E = -4.7	F = 5.2%	G = 0.1	H = 2.4%	I = -3.4

SMILES: O=C(Nc1ccc(F)cc1)c1cc2c(s1)CCCC2
  A = 0.4	B = -4.0	C = -10.1%	D = 26.5%	E = 14.9	F = 12.3%[57.1 µM]	G = -1.0	H = 1.1%[57.1 µM]	I = -1.7

SMILES: Cn1nc([N+](=O)[O-])nc1Sc1nnnn1-c1cccc(C(=O)O)c1
  A = 0.8	B = -2.8	C = -18.7%	D = 3.8%	E = -4.1	F = -7.5%	G = 0.7	H = -2.2%	I = 12.4

SMILES: O=S(=O)(c1cccnc1)N1CCn2cccc2C1c1ccccc1F (stereo unspecified)
  A = -0.3	B = -1.3	C = -15.0%	D = 4.7%	E = 25.1	F = ?	G = 0.8	H = -5.9%	I = -0.6

SMILES: O=c1c2cc(NC(=S)N3CCC(N4CCCCC4)CC3)ccc2nc2n1CCCCC2
  A = 0.8	B = -7.6	C = -17.4%	D = 8.5%	E = 1.2	F = 14.7%[57.1 µM]	G = 1.2	H = 8.7%[57.1 µM]	I = -0.7

SMILES: COc1ccc(C2=NN(C(=O)CCC(=O)O)C(c3ccc(Br)cc3)C2)cc1 (stereo unspecified)
  A = 0.0	B = 2.5	C = -19.8%	D = -20.4%	E = nt	F = 12.5%	G = nt	H = 5.2%	I = -1.7

SMILES: Cc1nc(C)c(C(=O)N2CCCC(CCC(=O)NCc3ccc(F)c(F)c3)C2)s1 (stereo unspecified)
  A = -0.1	B = -2.9	C = -3.9%	D = -1.8%	E = -1.6	F = -9.2%	G = -0.2	H = -3.7%	I = -0.3

SMILES: Cc1noc(-c2ccc(N3CCCCC3C)c([N+](=O)[O-])c2)n1 (stereo unspecified)
  A = 0.0	B = -1.0	C = -21.7%	D = 2.6%	E = nt	F = -3.8%	G = 5.3	H = -7.4%	I = -7.8

SMILES: CC(=O)N/C(=C\c1ccccc1)C(=O)OCCCOC(=O)/C(=C/c1ccccc1)NC(C)=O
  A = 1.6	B = 4.7	C = -10.5%	D = -8.8%	E = -3.2	F = 2.7%	G = 0.3	H = -4.1%	I = 1.6

SMILES: O=C(CCc1nnc(CCCc2ccccc2)o1)NCCN1CCOC1=O
  A = 0.0	B = -3.5	C = -4.8%	D = 9.0%	E = 17.6	F = -25.6%[57.1 µM]	G = 0.5	H = -2.2%[57.1 µM]	I = -1.0

SMILES: CC1CCN(C(=O)CCNC(=O)c2ccccc2Cl)CC1
  A = -1.0	B = -0.2	C = -20.1%	D = 2.9%	E = -14.8	F = 10.2%	G = -0.8	H = -1.0%	I = 3.4

SMILES: Cc1nc(N2CCCCC2C)c2c(C)c(C(=O)Nc3ccccc3C(F)(F)F)sc2n1 (stereo unspecified)
  A = -1.6	B = 2.6	C = -20.3%	D = 13.3%	E = 5.3	F = 66.0%[activator]	G = -0.7	H = 37.0%[activator]	I = -4.1

SMILES: COc1cc2[nH]cc(C(=O)NCc3cccs3)c(=O)c2cc1OC
  A = nt	B = nt	C = -4.7%	D = 8.6%	E = nt	F = 21.3%	G = nt	H = 18.7%	I = -0.8

SMILES: CCOC(=O)CN1C(=O)C(CC)Oc2ccccc21 (stereo unspecified)
  A = 0.4	B = -5.2	C = -17.7%	D = 4.5%	E = -13.0	F = 14.9%	G = 0.8	H = 4.7%	I = 1.3

SMILES: O=C(CN(C(=O)c1ccccc1)N1C(=O)CCC1=O)c1cccs1
  A = 0.7	B = -0.8	C = -9.8%	D = 4.1%	E = -3.0	F = -11.8%	G = -0.7	H = -4.5%	I = 7.2

SMILES: CCOc1ccc(-c2c(C)nn3c(C)c(C(=O)Nc4cccc(Cl)c4C)cnc23)cc1OCC
  A = -0.3	B = 0.1	C = 6.8%	D = nt	E = nt	F = 5.4%[57.1 µM]	G = 1.8	H = -5.1%[57.1 µM]	I = 0.7

SMILES: COc1cccc(-c2nc(CS(=O)(=O)CC(=O)Nc3cccc(C(C)=O)c3)c(C)o2)c1
  A = 0.6&0.6	B = -0.2&-6.5	C = -13.1%&-18.5%	D = 0.0%&-1.4%	E = -3.1	F = -12.7%&11.6%	G = 0.0&0.9	H = -6.0%&-3.3%	I = 15.3&7.4

SMILES: CNC(=S)NNC(=O)c1oc2nc(-c3ccccc3)cc(C)c2c1N
  A = -0.6	B = 11.4	C = -7.4%	D = 12.0%	E = -4.7	F = 28.0%	G = 1.0	H = -0.7%[57.1 µM]	I = -5.7

SMILES: CCOc1ccc2c(c1)C(=O)c1cc(OCC(=O)O)ccc1-2
  A = -0.2	B = -2.4	C = -10.8%	D = 0.0%	E = 5.7	F = 15.2%	G = -0.7	H = 7.9%	I = -7.1

SMILES: O=C(C1=C(O)C(=O)N(CC2CCCO2)C1c1cccnc1)c1ccco1 (stereo unspecified)
  A = 0.2	B = 22.4	C = -14.8%	D = 11.9%	E = 5.1	F = -25.2%	G = -0.6	H = -7.8%	I = -0.9

Grouped by structure, those above containing a thiophene ring, fused or not (5)
Codes – A = TRHR ag; B = TRHR PAM; C = USP1-UAF1 inh; D = mIDH1 inhibitor; E = D2 antag; F = TrxR1 inh; G = D2 ag; H = TrxR1 substrate; I = PI4K2A block
SMILES: COC(=O)c1csc(S(=O)(=O)N2CCOCC2)c1OC
  A = 0.0	B = 1.3	C = -24.8%	D = -2.5%	E = -17.0	F = 4.3%	G = -0.8	H = -1.0%	I = -0.7

SMILES: O=C(Nc1ccc(F)cc1)c1cc2c(s1)CCCC2
  A = 0.4	B = -4.0	C = -10.1%	D = 26.5%	E = 14.9	F = 12.3%[57.1 µM]	G = -1.0	H = 1.1%[57.1 µM]	I = -1.7

SMILES: Cc1nc(N2CCCCC2C)c2c(C)c(C(=O)Nc3ccccc3C(F)(F)F)sc2n1 (stereo unspecified)
  A = -1.6	B = 2.6	C = -20.3%	D = 13.3%	E = 5.3	F = 66.0%[activator]	G = -0.7	H = 37.0%[activator]	I = -4.1

SMILES: COc1cc2[nH]cc(C(=O)NCc3cccs3)c(=O)c2cc1OC
  A = nt	B = nt	C = -4.7%	D = 8.6%	E = nt	F = 21.3%	G = nt	H = 18.7%	I = -0.8

SMILES: O=C(CN(C(=O)c1ccccc1)N1C(=O)CCC1=O)c1cccs1
  A = 0.7	B = -0.8	C = -9.8%	D = 4.1%	E = -3.0	F = -11.8%	G = -0.7	H = -4.5%	I = 7.2
